HePTP inhibitor: inhibitors of human HePTP phosphatase, primary screen, biochemical, absorbance, leukemia target; Tyrosine-protein phosphatase non-receptor type 7 (Homo sapiens), P35236; recombinant HePTP phosphatase activity, OD absorbance; inhibition, % at 20 µM; hit rate 0.64% among 110,000; AID 521, 2006; in the data active = inhibition above about 50%;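 also: plate controls were vehicle for no effect and reference inhibitor for full effect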
BAP1 inh: inhibitors of BAP1 deubiquitinase, primary screen, biochemical, Ub-AMC fluorescence, kinetic. hit rate 0.48% among 72,000. recombinant BAP1, Ub-AMC hydrolysis fluorescence kinetic; hits give low values. Ubiquitin carboxyl-terminal hydrolase BAP1 (Homo sapiens), Q92560. activity remaining (% of control), % at 20 µM;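 active = activity remaining at or below 50% of control, provided the compound also passes the data quality filters; inactive = the rest, including low values that fail the filters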;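 also: 100% = DMSO wells rate and 0% = substrate alone blank rate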
Target sequence (Q92560 whole entry, looked up): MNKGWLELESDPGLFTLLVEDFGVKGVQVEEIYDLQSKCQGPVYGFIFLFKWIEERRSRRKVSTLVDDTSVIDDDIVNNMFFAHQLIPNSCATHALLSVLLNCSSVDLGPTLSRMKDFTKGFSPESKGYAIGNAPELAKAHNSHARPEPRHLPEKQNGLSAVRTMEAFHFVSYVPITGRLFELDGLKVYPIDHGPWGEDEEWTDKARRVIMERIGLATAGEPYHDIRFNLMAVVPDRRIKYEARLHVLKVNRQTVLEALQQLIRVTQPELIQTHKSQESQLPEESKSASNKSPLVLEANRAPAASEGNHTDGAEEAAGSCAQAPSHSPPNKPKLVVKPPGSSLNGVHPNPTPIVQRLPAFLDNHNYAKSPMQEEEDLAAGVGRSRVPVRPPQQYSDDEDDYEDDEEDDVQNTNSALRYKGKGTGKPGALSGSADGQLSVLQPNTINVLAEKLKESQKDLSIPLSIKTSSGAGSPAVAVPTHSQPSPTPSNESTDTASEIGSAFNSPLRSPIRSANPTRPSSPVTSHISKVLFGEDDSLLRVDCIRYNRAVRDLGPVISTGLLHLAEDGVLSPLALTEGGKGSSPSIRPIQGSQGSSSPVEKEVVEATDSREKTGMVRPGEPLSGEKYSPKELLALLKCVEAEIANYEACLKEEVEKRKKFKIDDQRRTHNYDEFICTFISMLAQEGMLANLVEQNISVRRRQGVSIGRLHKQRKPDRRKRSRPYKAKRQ
An asterisk follows results filed as active; i = inactive; · = no result given; & = joins results of further samples.

SMILES	HePTP inhibitor	BAP1 inh
Cc1ccc(/C=C2\C(=O)NC(=O)N(c3ccc(Cl)cc3)C2=O)cc1[N+](=O)[O-]	1	·
CC(=O)Oc1cc(C)cc2oc(=O)c(Cc3ccccc3)c(C)c12	4	·
COc1cccc(CN2C(=O)CCC2(C)C(=O)NC2CCCCC2)c1 (stereo not drawn)	-4	85
O=C(NCCO)C(=O)Nc1ccc(Cl)c(C(F)(F)F)c1	2	·
O=C(Nc1ccc(Cl)cc1)NC1CC1	-12	·
Cc1cc(C)c(C)c(OCCOCCN2CCN(C)CC2)c1	6	·
O=[N+]([O-])c1cccc(/C=N/Nc2cc(N3CCOCC3)nc(N3CCOCC3)n2)c1	-17	·
O=C(NC1CCCCC1)N1CCc2[nH]c3ccccc3c2C1	13	98
Cc1ccc(C)c(NC(=O)CS(=O)(=O)c2c[nH]c3ccccc23)c1	4	·
O=C(CCN1C(=O)c2ccccc2C1=O)OCN1C(=O)c2ccccc2C1=O	0	79
CCN(CCCNC(=O)COc1cc(=O)n(CC)c2ccccc12)Cc1ccccc1	-3	103
C=CCSc1nnc(C)n1-c1ccc(Cl)cc1	4	101
CCOc1ccccc1NC(=O)C1CCC(CNc2c(N3CCOCC3)c(=O)c2=O)CC1 (stereo not drawn)	3	101
CCOc1ccc(N(CC(=O)Nc2nccs2)S(=O)(=O)c2c(C)noc2C)cc1	-1	99
O=C(Nc1ccc(F)cc1F)N1CCN(c2ncccn2)CC1	-1	76
COc1cc(/C=N/NC(=O)c2ccc([N+](=O)[O-])cc2)ccc1OC(=O)c1sc2ccccc2c1Cl	6	·
CCC(=O)Nc1sc2c(c1C(=O)Nc1ccccc1OC)CCC2	38	·
Cc1cc(C)cc(NC(=O)CCNS(=O)(=O)c2ccc3c(c2)oc(=O)n3C)c1	-2	85
COC(=O)c1ccc(NS(=O)(=O)c2ccc3c(c2)oc(=O)n3C)cc1	5	87
COc1ccc(-n2nc(C(=O)NCC(=O)NCC3CCCO3)c3ccccc3c2=O)cc1 (stereo not drawn)	11	98
COc1ccc(-c2nc(CSCC(=O)NCc3ccc4c(c3)OCO4)c(C)o2)cc1OC	12	92
CCC1CCCCN1C(=O)CSc1nc2c(cnn2-c2ccc(C)cc2)c(=O)[nH]1 (stereo not drawn)	-11	96
COc1ccc(CNC(=O)C(C#N)c2nc3ccccc3nc2N2CCCC2)cc1 (stereo not drawn)	-2	90
CCOC(=O)c1c(NC(=O)C(Cl)(Cl)Cl)sc2c1CCC2	-20	·
COc1ccc(NC(=O)c2ccc(CN3CCc4ccccc4C3)cc2)cc1OC	4	·
SMILES	HePTP inhibitor	BAP1 inh
COc1ccc2nc(NC(=O)c3cc4ccccc4o3)sc2c1	8	·
CCN(CC)c1ccc(C=Nc2cccc([N+](=O)[O-])c2C)c(O)c1	5	·
N#C/C(=C\c1ccc(-c2ccc(Br)cc2)o1)c1nc2ccccc2[nH]1	1	·
Cc1ccc(-c2nnn(CC(=O)N(Cc3cccs3)C(C(=O)NC(C)(C)C)c3ccc(C)o3)n2)o1 (stereo not drawn)	7	64
C(=N\Nc1ccccc1)/c1ccc(N2CCOCC2)cc1	-12	·
COC(=O)C1=C(C)N(CCc2ccc(OC)c(OC)c2)C(=O)/C1=C\c1ccc(O)cc1	-12	·
Cc1csc(NC(=O)CCS(=O)(=O)c2ccc(Br)cc2)n1	-2	97
COc1cc(NC(=O)C2COc3ccccc3O2)c(OC)cc1Cl (stereo not drawn)	7	87
CC(C)c1nc(SCC(=O)NCc2ccc3c(c2)OCO3)c2c(=O)n(C)c(=O)n(C)c2n1	-8	96
NNC(=O)/C(=C\c1ccco1)NC(=O)c1ccco1	6	·
Cc1ccc(-n2c(Cc3cccn3C)nnc2SCC(=O)N2CCc3ccccc32)cc1	2	107
CCN(CC)C(=O)c1sc(NC(=O)/C=C/C(=O)O)c(C(=O)OC)c1C	-27	·
Cc1cc(Nc2ccc(N3CCC(C)CC3)cc2)n2ncnc2n1	-6	91
COc1ccccc1NC(=O)CCCN1C(=O)c2cccc3cccc(c23)C1=O	·	84
Cc1cc2nc(C)n3c4ccccc4nc3n2n1	3	94
OC(Cn1ccnc1)c1ccc(Cl)cc1Cl (stereo not drawn)	2	·
CON(C)c1nc(OCCNC(=O)OCc2ccc(Cl)cc2Cl)nc(N(C)C)n1	-3	87
O=C(O)C1CCCCC1C(=O)NCc1cn2ccccc2n1 (stereo not drawn)	5	95
Cc1ccc(CNC(=O)C(OC(=O)c2ccco2)C(C)C)cc1 (stereo not drawn)	3	112
Cc1c(C(=O)NCCN2CCOCC2)oc2ccc(S(=O)(=O)N3CCCCCC3)cc12	0	·
CCOC(=O)c1[nH]c2ccccc2c1NC(=O)c1ccc2c(c1)OCO2	6	87
C/C=C/Cn1c(SC)nc2c1c(=O)[nH]c(=O)n2C	-7	98
Cc1cc(C)cc(N(C(=O)c2ccc3c(c2)OCO3)C2C=CS(=O)(=O)C2)c1 (stereo not drawn)	2	88
O=C(Oc1cccnc1)c1cccc(Cl)c1	11	99
O=C(CCCCCN1C(=O)c2ccccc2C1=O)NCCc1nc2ccccc2[nH]1	10	111
SMILES	HePTP inhibitor	BAP1 inh
COC(=O)c1ccc(-c2nn(C)c(=O)c3ccccc23)cc1	8	94
CCN1CCC(NC(=O)c2cc(OC)c(OC)cc2OC)CC1	-2	112
COCCNC(=O)C(OC(=O)c1cccs1)c1ccccc1 (stereo not drawn)	11	99
C1CCCN(CCCCN2CCCCCC2)CC1	1	79
CCn1c(SCC(=O)N2CCN(c3ccc(F)cc3)CC2)nc2ccccc2c1=O	5	120
COc1ccccc1NC(=O)CSc1nnc(-c2ccccc2)o1	-5	96
COc1cccc(NC(=O)COC(=O)c2ccco2)c1	15	123
COc1ccc(C(=O)Nc2ccc(Br)cc2C)c(OC)c1	2	·
CC(C)(C)c1ccc(C=NN2CCN(Cc3ccccc3)CC2)cc1	-4	·
Cc1ccccc1NC(=O)C1CC(Cl)=CCC1C(=O)O (stereo not drawn)	6	101
O=C(CN1CCC(n2nnc3cc(C(F)(F)F)ccc32)CC1)Nc1ccc2c(c1)OCCO2	1	86
Cc1ccc(C2CC(=O)N3CN(c4ccc(Br)cc4)CSC3=C2C#N)o1 (stereo not drawn)	5	72
CCNC(=O)N(C)c1nncnc1C(=O)NC	14	55
O=[N+]([O-])c1ccccc1N1CCCCC1	-3	·
CC(C)(C)NC(=O)C(c1ccncc1)N(C(=O)c1csnn1)C1CC1 (stereo not drawn)	2	95
COc1cc2nc(N3CCN(C(=O)C4CCCO4)CC3)nc(N)c2cc1OC (stereo not drawn)	-5&11	491
CCC(=O)N(CCc1ccccc1C)Cc1cc2cc3c(cc2[nH]c1=O)OCO3	9	158
Oc1c(N=Nc2cc(C(F)(F)F)ccc2Cl)sc2ccccc12	-4	·
COc1ccc(CNC(=O)C2CC(=O)N(c3ccc(Cl)cc3)C2)cc1 (stereo not drawn)	·	157
CCN(CC)CCN1C(=O)C(=O)/C(=C(/O)c2ccc(OCC(C)C)cc2)C1c1ccncc1 (stereo not drawn)	13	98
CCOc1cc(/C=C2/C=C(c3ccc(OC)cc3)OC2=O)cc(I)c1OC	5	·
Cc1ccc(C2Nc3ccccc3C(=O)N2c2ccccc2)cc1 (stereo not drawn)	-6	·
CCOC(=O)C1=C(O)/C(=C/c2cccc(O)c2)SC1=Nc1ccc([N+](=O)[O-])cc1	5	·
CC(NC(=O)c1nn(C)c(=O)c2ccccc12)c1ccc(F)cc1 (stereo not drawn)	13	98
COc1cccc(C2=N/C(=C\N(C)C)C(=O)O2)c1	-10&0	71

20 compounds out of the list, sorted by length of the SMILES, lowest first:
SMILES	HePTP inhibitor	BAP1 inh
C1CCCN(CCCCN2CCCCCC2)CC1	1	79
O=C(Oc1cccnc1)c1cccc(Cl)c1	11	99
CCNC(=O)N(C)c1nncnc1C(=O)NC	14	55
O=[N+]([O-])c1ccccc1N1CCCCC1	-3	·
COc1cccc(NC(=O)COC(=O)c2ccco2)c1	15	123
Cc1ccccc1NC(=O)C1CC(Cl)=CCC1C(=O)O (stereo not drawn)	6	101
COc1cccc(C2=N/C(=C\N(C)C)C(=O)O2)c1	-10&0	71
C/C=C/Cn1c(SC)nc2c1c(=O)[nH]c(=O)n2C	-7	98
Cc1ccc(C2Nc3ccccc3C(=O)N2c2ccccc2)cc1 (stereo not drawn)	-6	·
COC(=O)c1ccc(-c2nn(C)c(=O)c3ccccc23)cc1	8	94
CC(C)(C)c1ccc(C=NN2CCN(Cc3ccccc3)CC2)cc1	-4	·
CC(NC(=O)c1nn(C)c(=O)c2ccccc12)c1ccc(F)cc1 (stereo not drawn)	13	98
COc1ccc(CNC(=O)C2CC(=O)N(c3ccc(Cl)cc3)C2)cc1 (stereo not drawn)	·	157
CC(C)(C)NC(=O)C(c1ccncc1)N(C(=O)c1csnn1)C1CC1 (stereo not drawn)	2	95
CCOc1cc(/C=C2/C=C(c3ccc(OC)cc3)OC2=O)cc(I)c1OC	5	·
O=C(CCCCCN1C(=O)c2ccccc2C1=O)NCCc1nc2ccccc2[nH]1	10	111
Cc1cc(C)cc(N(C(=O)c2ccc3c(c2)OCO3)C2C=CS(=O)(=O)C2)c1 (stereo not drawn)	2	88
O=C(CN1CCC(n2nnc3cc(C(F)(F)F)ccc32)CC1)Nc1ccc2c(c1)OCCO2	1	86
CCN(CC)CCN1C(=O)C(=O)/C(=C(/O)c2ccc(OCC(C)C)cc2)C1c1ccncc1 (stereo not drawn)	13	98
CCOC(=O)C1=C(O)/C(=C/c2cccc(O)c2)SC1=Nc1ccc([N+](=O)[O-])cc1	5	·

The results go on:
SMILES	HePTP inhibitor	BAP1 inh
O=C(O)CCSc1nc2ccccc2s1	-2	145
COCc1nnc(NC(=O)c2cccs2)s1	-3	157
Cc1cc(C)cc(N=Cc2ccc(N(C)C)cc2)c1	-1	·
Oc1cccc(-c2nc3ccccc3s2)c1	-12	70
CCC(=O)N1CCN(c2ccccc2NC(=O)Cc2ccccc2)CC1	4	76
O=C1C=C(OCc2ccccc2)CN1	-2	96
CC(C)=C(NC(=O)c1ccccc1)C(=O)N1CCCCC1	-4	·
COc1ccc(C(=O)N2CCN(Cc3ccc(C(F)(F)F)cc3)CC2)cc1OC	6	·
COc1ccc(C2CC(=O)C3=C(C2)Nc2ccccc2NC3c2ccc([N+](=O)[O-])cc2)cc1OC (stereo not drawn)	6	·
CC(Nc1cc(=O)n(C)c(=O)n1C)c1ccccc1 (stereo not drawn)	7&-1	92&127
CC(Cc1ccccc1)N=Cc1c(O)[nH]c2ccccc12 (stereo not drawn)	0	·
CCOC(=O)C1=NN(C(=O)c2cccc(Br)c2)C(O)(C(C)(C)C)C1 (stereo not drawn)	-31	·
O=c1[nH]c(-c2ccc(-c3ccc(F)cc3)o2)nc2sc3c(c12)CCCC3	10	·
COc1ccc(OC)c2c1sc(=NC(=O)C(C)C)n2C	8	94
CC1(C)CC(=O)C(C(c2ccncc2)C2C(=O)CC(C)(C)CC2=O)C(=O)C1	6	101
CCn1c(SCC(=O)Nc2nc3c(s2)CCCC3)nc2c1c(=O)n(C)c(=O)n2C	8	104
CCc1ccc(C2Nc3ccccc3NC3=C2C(=O)CC(c2ccc(OC)c(OC)c2)C3)cc1 (stereo not drawn)	4	·
Cc1ccc(NC(=O)COc2cccc(C)c2C)cc1Cl	-6	·
COc1ccc(CCn2nnnc2C(CC(C)C)N2CCN(c3ncccn3)CC2)cc1OC (stereo not drawn)	6	126
O=C(O)COc1ccc(S(=O)(=O)NCCc2ccccc2)cc1	9	99
O=C(C1CCC(CNS(=O)(=O)c2cccs2)CC1)N1CCCCC1 (stereo not drawn)	3	98
CCCCN(CC)Cc1c(O)ccc2c3c(c(=O)oc12)CCC3	·	i
CNC(=O)c1ccc(N(Cc2ccccc2C)S(C)(=O)=O)cc1	8	96
